RGS12 GoLoco inh: RGS12 GoLoco-Gai1 interaction inhibition; P63096; Gai1:RGS12 GoLoco peptide FP, rhodamine, 10 min; Potency, µM (top dose mostly 61.6 µM), for the others: at the top dose activity, negative = inhibition, actives largely listed as inhibitors; 230,000 compounds, 0.44% hits; AID 880; active means well fitted inhibition curve with a large enough effect, not every such curve was filed as active; inactive means no such curve, though single readings can be large or run the other way; further: on the % scale 0 is the no-effect control and ±100 the full control effect; nearly all actives have a fitted effect of over 30% in size; many of its hits are not listed in these tables
Target sequence (P63096 whole entry, looked up): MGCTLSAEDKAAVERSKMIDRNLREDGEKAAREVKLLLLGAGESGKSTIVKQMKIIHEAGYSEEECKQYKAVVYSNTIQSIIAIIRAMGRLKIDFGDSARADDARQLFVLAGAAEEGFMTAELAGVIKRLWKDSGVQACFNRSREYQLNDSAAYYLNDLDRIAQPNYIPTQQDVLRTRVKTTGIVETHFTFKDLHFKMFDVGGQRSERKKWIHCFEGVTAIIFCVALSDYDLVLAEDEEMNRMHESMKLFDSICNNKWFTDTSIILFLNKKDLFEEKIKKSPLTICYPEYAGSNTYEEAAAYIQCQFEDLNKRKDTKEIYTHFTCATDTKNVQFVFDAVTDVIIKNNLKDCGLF
JMJD2E inh: JMJD2E (human) inhibition | Potency, µM (highest dose often 57.1 µM), inactives show at the top dose activity change, negative = inhibition, usual class: inhibitors | JMJD2E catalytic domain, FDH-coupled NADH fluorescence (FDH is formaldehyde dehydrogenase) | 230,000 compounds, 1.6% hits | B2RXH2; active means well fitted inhibition curve with a large enough effect, not every such curve was filed as active; inconclusive means small, poorly fitted or top-dose-only effect, or another doubt; inactive means no such curve, though single readings can be large or run the other way;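 further: 0% = wells with enzyme and -100% = buffer wells without enzyme; nearly all actives have a fitted effect of over 50% in size; many of its hits are not listed in these tables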
Target sequence (B2RXH2 1-337 limits assumed): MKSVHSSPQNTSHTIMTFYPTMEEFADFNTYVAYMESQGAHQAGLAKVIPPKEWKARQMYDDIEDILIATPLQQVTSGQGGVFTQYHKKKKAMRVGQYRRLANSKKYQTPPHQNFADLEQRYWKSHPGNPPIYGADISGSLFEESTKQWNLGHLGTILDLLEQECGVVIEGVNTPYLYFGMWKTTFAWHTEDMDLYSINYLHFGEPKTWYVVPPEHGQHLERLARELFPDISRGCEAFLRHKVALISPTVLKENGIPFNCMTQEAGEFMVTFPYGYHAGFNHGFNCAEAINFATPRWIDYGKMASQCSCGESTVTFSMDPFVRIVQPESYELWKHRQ
RECQ1 inh: blocks DNA unwinding by human RECQ1 | RECQ1 DNA unwinding, red fluorescence kinetic read | Potency, µM (series often up to 57.3 µM), for inactives: at the top dose activity, negative = inhibition, actives largely listed as inhibitors | 240,000 compounds, 0.54% hits;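 further: plate controls were vehicle for no effect and no enzyme for full effect; nearly all actives have a fitted effect of over 30% in size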
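50 nM RECQ1T1 preincubated 15 min with compound in Tris pH 8.0 buffer with MgCl2, DTT, Tween-20 and 2.5 ug/ml poly(dI-dC); started with 200 nM TAMRA/BHQ-2 forked duplex and 2 mM ATP. Unwinding read as fluorescence (525/598 nm), two reads 2 h apart.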
NPSR antag: neuropeptide S receptor (human) antagonism, cAMP; Q6W5P4; CHO-NPSR cells, cAMP TR-FRET, antagonist mode; Potency, µM (doses to about 38.3 µM), inactives show top-dose activity change, negative = inhibition, usual class: inhibitors; 220,000 compounds, 1% hits; further: on the % scale 0 is the no-effect control and ±100 the full control effect; nearly all actives have a fitted effect of over 50% in size; many of its hits are not listed in these tables
Target sequence (Q6W5P4 whole entry, looked up): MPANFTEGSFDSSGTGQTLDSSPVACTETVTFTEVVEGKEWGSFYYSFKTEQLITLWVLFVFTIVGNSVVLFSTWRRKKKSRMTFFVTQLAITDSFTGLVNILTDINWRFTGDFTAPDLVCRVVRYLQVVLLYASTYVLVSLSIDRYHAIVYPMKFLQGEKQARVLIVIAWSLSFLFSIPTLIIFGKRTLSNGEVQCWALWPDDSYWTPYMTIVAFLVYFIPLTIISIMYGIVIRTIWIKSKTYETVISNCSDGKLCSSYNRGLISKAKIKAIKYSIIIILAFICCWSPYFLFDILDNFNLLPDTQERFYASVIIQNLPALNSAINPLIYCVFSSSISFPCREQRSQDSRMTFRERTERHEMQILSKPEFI
IMPase Li cell: IMPase inhibition in cells with lithium potentiation; AID 1457; CHO-M1 cells, IP1 TR-FRET (IP-One), carbachol + lithium; Potency, µM (doses to about 59.4 µM), for the others: top-dose activity, negative = IMPase inhibition, most hits filed as inhibitors; 210,000 compounds, 0.35% hits;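 further: IP1 builds up when IMPase is blocked and the TR-FRET signal falls; plate controls were basal vehicle for no effect and high inhibitor control for full effect; nearly all actives have a fitted effect of over 50% in size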
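Readout is a homogeneous TR-FRET IP1 immunoassay (Ex 320, Em 665 and 620), where raised cytosolic IP1 lowers signal. Cells were CHO-M1 treated 30 min at 37C with test compounds plus a little lithium; AC50 values came from Hill-equation fitting.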
SMN2 splice up: enhancers of SMN2 splice variant expression. HEK293 SMN2-luciferase splicing reporter, luminescence, 30-36 h. Potency, µM (series often up to 46.1 µM), inactives show top-dose activity change, positive = activation, actives largely listed as activators. 210,000 compounds, 2.8% hits; further: % of control where 0% means no effect; nearly all actives have a fitted effect of over 55% in size
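HEK293 cells carry an SMN2 […]–luciferase reporter in which exon 7 inclusion puts luciferase in frame. Cells were plated 10-12 h before compound addition, then incubated 30-36 h at 37C. ONE-Glo luminescence was read; sodium butyrate at 4.5 mM final served as control.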
Epigenetic reg: epigenetic control regulation, reporter derepression. murine LDR cells, GFP reporter derepression, 30 h. Potency, µM (series often up to 53.9 µM), for inactives: at the top dose GFP activation, most hits filed as activators. 280,000 compounds, 0.2% hits. AID 1865; further: % of control where 0% means no effect; nearly all actives have a fitted effect of over 60% in size
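Derepression of a silenced CMV-GFP reporter in murine LDR cells is scored by enumerating GFP-positive cells with a laser-scanning microplate cytometer after 30 hours of treatment at 37 C.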
Luc counter: counter-screen: inhibitors of Kinase-Glo firefly luciferase; Q27757; Kinase-Glo luciferase, ATP luminescence, 8 min; Potency, µM (top dose mostly 38.3 µM), for inactives: at the top dose activity change, negative = inhibition, hits mostly inhibitors; 200,000 compounds, 0.28% hits; AID 1379; further: on the % scale 0 is the no-effect control and ±100 the full control effect; nearly all actives have a fitted effect of over 60% in size
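Compound is pinned into ATP-containing buffer (10 uM ATP, imidazole pH 7.2, 7 mM MgCl2). Kinase-Glo luciferase reagent is then added. Light output is recorded following an 8-min room-temperature incubation.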
An asterisk follows results filed as active; i = inactive; ? = inconclusive; · = not tested or not shown; [ ] = remark or other dose. Unless noted, the call rests on the fitted dose curve; in most records, active means well fitted curve in the direction sought with a large enough effect; inconclusive means small, poorly fitted or top-dose-only effect, or another doubt; inactive means no such curve, though single readings can be large; an effect the other way counts as inactive or inconclusive. Potency means the concentration at half of the fitted maximal effect. These rows are one share of the data. The share of hits here may be higher or lower than overall.

SMILES	SMN2 splice up	Epigenetic reg	IMPase Li cell	JMJD2E inh	NPSR antag	Luc counter	RECQ1 inh	RGS12 GoLoco inh
N#Cc1nc(-c2ccc(F)cc2)oc1NCCN1CCOCC1	16.2%	-0.8%	0.5%[38.3 µM]	?	-12.5%[46.1 µM]	1.6%	i	3.5%
CCOc1ccc(Br)cc1CNCCN1CCOCC1	7.1%	-2.2%	5.2%	0.8%	0.9%	-2.0%	-5.3%	11.5%
CC1(C)OC(c2ccccc2)=C/C(=C/C=N/NC(=O)c2ccncc2)O1	-3.0%	-1.1%	33.1%[activator]	3.0%	-35.8%	1.9%	i	38.8%[activator]
COC(=O)c1nnn(-c2ccsc2C(=O)OC)c1C(=O)OC	-6.0%	-0.2%	-11.5%	8.7%	-34.6%	-1.3%	1.0%	-1.0%
Cc1nc(SCC(=O)NCc2ccco2)c2c(=O)n(C)c(=O)n(CC(C)C)c2n1	-23.3%	0.9%	4.6%	-3.6%	-20.1%	-2.4%	-0.7%	2.6%
Cc1ccc(C(=O)Nc2ccccc2SCC2CSc3nc4ccccc4c(=O)n32)cc1 (stereo not given)	?	-1.9%	6.3%[38.3 µM]	7.1%	-28.4%[46.1 µM]	-0.5%	-5.8%	4.0%
COC(=O)C1(O)CC(C(C)C)=NN1C(=O)c1ccccc1 (stereo not given)	1.9%	?	1.5%	-3.0%	8.2%	-1.7%	3.8%	12.8%
CC(=O)c1c(O)cc(C)n(-c2ccc(F)cc2)c1=O	-8.8%	-1.9%[10.1 µM]	-5.1%	-3.1%	19.4%	0.1%	11.4%	11.4%
O=C(Nc1ccc(C(F)(F)F)cc1)C1CCCN1S(=O)(=O)c1cccc2cccnc12 (stereo not given)	-33.1%[inhibitor]	-0.9%	33.8%[activator][38.3 µM]	-3.5%	-23.9%[46.1 µM]	1.5%	-15.1%	14.1%
COC(=O)CCCCCCCCC(=O)Nc1nc2ccccc2s1	22.2%	0.0%	-10.9%[38.3 µM]	6.1%	-1.5%[46.1 µM]	-2.5%	-2.7%	8.5%
CSc1ccccc1C(=O)NCc1ccc2c(c1)OCO2	15.7%	-1.0%	42.3%[activator][38.3 µM]	0.3%	-9.2%[46.1 µM]	2.9%	-5.1%	2.9%
Cc1cccc(C)c1NC(=O)CCn1cnc2ccccc2c1=O	4.8%	1.1%	3.4%	18.4%	18.5%	1.1%	i	2.0%
Cc1ccccc1C(=O)Oc1cc(N)n(S(C)(=O)=O)n1	7.5%	1.5%	-0.1%	-23.8%	14.3%	0.0%	1.4%	8.7%
Cc1cc(C(=O)CSc2nnc(-c3cccc(F)c3)n2N)c(C)n1Cc1ccc2c(c1)OCO2	-95.5%[inhibitor]	-0.9%	9.0%	4.9%	-26.1%[46.1 µM]	7.4%	-21.7%	9.9%
COc1ccc(Oc2ccccc2C#N)cc1	-0.1%	-2.9%	9.8%	-9.0%	8.2%	-0.4%	i	11.6%
CCc1ccc(-n2c(Cn3nc(C(F)(F)F)cc3C)n[nH]c2=S)cc1	5.0%	-1.1%	1.1%[38.3 µM]	9.7%	-11.7%[46.1 µM]	-3.8%	i	7.6%
CC1CCN(c2c(NCC3CCC(C(=O)N4CCCCC4)CC3)c(=O)c2=O)CC1 (stereo not given)	-0.6%	-1.9%	-6.0%[38.3 µM]	7.8%	?	-1.9%	8.5%	-8.2%
COC(=O)c1ccccc1NC(=O)c1ccccc1N(C)S(=O)(=O)c1ccccc1	3.1%	1.1%	17.4%	-5.0%	?	0.3%	-4.8%	8.6%
CCON1C(=O)CN(C(=O)OC)C1c1ccc(Cl)cc1Cl (stereo not given)	-2.5%	0.0%	5.2%	6.2%	-10.5%[46.1 µM]	-3.6%	-6.0%	-0.3%
FC(F)Sc1ccc(-n2c(-c3ccc(Cl)cc3)c[n+]3c2CCC3)cc1	-8.4%	-1.4%	17.3%	4.9%	-28.5%	-0.1%	-6.0%	-3.5%
COc1ccc(NC(=O)CSc2nc3c(c(=O)n2-c2ccc(F)cc2)SCC3)c(OC)c1	-28.1%	-5.7%	8.5%	4.3%	-15.2%[46.1 µM]	-0.1%	i	3.9%
CC1Cc2ccccc2N1C(=S)Nc1ccc(S(N)(=O)=O)cc1 (stereo not given)	-68.0%[inhibitor]	-3.8%	6.2%	6.5%	9.4%	0.3%	0.3%	4.4%
Cc1nn(C)cc1-c1n[nH]c(=S)n1-c1ccc(Cl)cc1	6.3%	4.8%	-1.9%	5.0%	-5.7%	-4.3%	i	-5.8%
CC(=O)c1sc(NC(=O)COc2ccc([N+](=O)[O-])cc2)nc1C	·	0.0%	-23.7%	13.3%	31.0%	-2.3%	-1.4%	1.6%
O=C(Nc1nc(-c2ccc3c(c2)OCCO3)cs1)C1CCCC1	11.2µM*	-1.6%	19.5%	-7.7%	-10.3%	-0.8%	-2.4%	10.4%
Cc1ccc2[nH]c(-c3ccccc3)cc(=O)c2c1	11.2µM*	-0.2%	-17.1%[38.3 µM]	?	24.2%[46.1 µM]	4.8%	i	3.3%
COc1ccc(-c2noc(CSc3nnc(Cc4ccccc4)n3-c3ccc(Cl)cc3)n2)cc1	-37.2%[inhibitor]	-1.1%	11.7%[38.3 µM]	-7.3%	?	-3.8%	-13.1%	11.8%
CC(=O)NC(CC(=O)NCCN1C(=O)S/C(=C\c2ccccc2)C1=O)c1ccccc1 (stereo not given)	·	-1.3%	·	-1.8%	7.5%	·	-3.4%	-1.3%
CC(=O)c1sc(Nc2nc(C)cc(C)n2)nc1C	24.8%	-4.3%	-15.0%[38.3 µM]	11.1%	17.8%[46.1 µM]	1.7%	-3.1%	9.9%
O=C(Nc1nccs1)c1ccccc1N=Cc1ccccc1	-4.8%	0.0%	5.0%[38.3 µM]	?	?	-0.3%	-13.2%	4.9%
Cc1cc(/C=N/O)c(C)n1-c1ccccc1	4.6%[1.84 µM]	0.0%	-4.5%	-28.3%	18.3%	0.0%	-2.7%	2.1%
COc1ccc2c(c1)C(=NO)c1cc(OC)ccc1-2	-7.6%	-7.9%	18.4%[38.3 µM]	6.7%	-2.4%[46.1 µM]	1.1%	-17.5%	1.4%
COc1cccc(CC2CC(=O)N(CCc3ccc4c(c3)OCO4)C2=O)c1 (stereo not given)	7.3%	-5.8%	0.3%[38.3 µM]	9.2%	8.3%[46.1 µM]	-8.3%	-9.5%	-3.6%
O=C(Nc1ccn(-c2ccccc2)n1)c1ccccc1Br	15.8µM*	2.1%	5.5%	-0.5%	-10.2%	-1.7%	-5.1%	-1.0%
O=C(CCC(=O)NC1CCCCCC1)Nc1nnc(C(F)(F)F)s1	15.0%	-2.1%	16.2%[38.3 µM]	4.7%	-4.4%[46.1 µM]	-6.2%	i	7.2%
CCOc1ccc(Br)cc1S(=O)(=O)Nc1ccc(N2CCOCC2)cc1	-11.2%	0.1%	20.6%[38.3 µM]	-3.2%	0.0%[46.1 µM]	-2.9%	i	1.8%
C/C(=N/Oc1nc(C)cc(C)n1)c1ccccc1	-12.4%	0.0%	34.0%[activator][38.3 µM]	2.9%	2.8%[46.1 µM]	-11.1%	-11.1%	-1.3%
Cc1nc2sc(C(c3ccco3)N3CCN(c4ccccc4)CC3)c(O)n2n1 (stereo not given)	?	1.3%	26.6%[38.3 µM]	-10.2%	-17.9%[46.1 µM]	-1.8%	-7.2%	-3.8%
C=C(C)Cn1c(CCNC(=O)C(C)(C)C)nc2ccccc21	-6.4%	0.0%	24.9%[38.3 µM]	0.3%	1.7%[46.1 µM]	-0.8%	-14.6%	4.9%
N/C(=N\OC(=O)Oc1ccccc1)c1cccc([N+](=O)[O-])c1	13.1%	0.0%	2.9%	1.6%	21.2%	18.2%	-4.2%	4.2%
COc1ccc(-c2cc(-c3ccccc3)n3ncnc3n2)cc1	-15.5%	-2.2%	-15.4%[38.3 µM]	?	-16.6%[46.1 µM]	-4.4%	17.6%	9.9%
O=C(O)c1ccc(OCC(F)(F)F)nc1	·	-2.3%	·	7.6%	-14.4%	·	i	0.3%
CN(C)C(=O)c1ccc2c(c1[N+](=O)[O-])C(=O)c1ccccc1C2=O	11.2µM*	11.8%	3.8%	8.4%	-9.6%[46.1 µM]	1.0%	1.2%	7.0%
COc1ccc(NC(=S)N(CCN2CCOCC2)Cc2cc3cc4c(cc3[nH]c2=O)OCO4)cc1	11.4%	0.9%	6.6%	?	-8.8%	-1.3%	-0.8%	9.1%
CCOC(=O)C1=C(C)NC(=O)NC1c1ccc([N+](=O)[O-])o1 (stereo not given)	·	-0.4%	·	-2.5%	-7.3%	·	-5.7%	2.6%
CC(=O)c1ccc(NC(=O)CCSCCC(=O)Nc2ccc(C(C)=O)cc2)cc1	-2.4%	0.5%	16.0%[38.3 µM]	-4.6%	0.7%[46.1 µM]	1.7%	-12.9%	2.0%
Cc1cc2nc(/C=C/c3nc4cc(C)c(C)cc4[nH]3)[nH]c2cc1C	·	0.4%	·	?	-10.5%	·	-2.4%	30.6%[activator]
O=C(Nc1cc(S(=O)(=O)Nc2ccc(Cl)cc2)ccc1N1CCCCC1)c1ccc(F)cc1	-6.1%	3.0%	-10.3%	?	?	4.3%	-12.4%	0.6%
Cn1/c(=N/NC(=O)c2ccccc2Br)sc2ccccc21	?	-0.3%	2.6%	-2.4%	13.8%	-5.0%	2.4%	112.0%[activator]
CCOC(=O)c1cnn(-c2ccccc2)c1-n1cccc1C(=O)C(=O)Nc1ccc(OC)cc1	-1.0%	?	12.3%[38.3 µM]	0.1%	?	-4.6%	i	13.7%
Cc1cccc(CCNC(=O)CC2C(=O)NCCN2CC2CCCCC2)n1 (stereo not given)	·	0.9%	3.5%	?	-11.6%	-6.8%	-3.6%	-11.1%

Part of the list above in another layout:
canonical_smiles: CC(=O)c1ccc(NC(=O)CCSCCC(=O)Nc2ccc(C(C)=O)cc2)cc1
  SMN2 splice up: -2.4%
  Epigenetic reg: 0.5%
  IMPase Li cell: 16.0%[38.3 µM]
  JMJD2E inh: -4.6%
  NPSR antag: 0.7%[46.1 µM]
  Luc counter: 1.7%
  RECQ1 inh: -12.9%
  RGS12 GoLoco inh: 2.0%

canonical_smiles: COc1ccc(-c2cc(-c3ccccc3)n3ncnc3n2)cc1
  SMN2 splice up: -15.5%
  Epigenetic reg: -2.2%
  IMPase Li cell: -15.4%[38.3 µM]
  JMJD2E inh: ?
  NPSR antag: -16.6%[46.1 µM]
  Luc counter: -4.4%
  RECQ1 inh: 17.6%
  RGS12 GoLoco inh: 9.9%
